Assay outcomes (PubChem)
GASC-1 inh: blocks human GASC-1 demethylase activity. inhibition, % at 2.35 µM. GST-JMJD2C(1-420) H3K9me3 demethylation, DELFIA europium. AID 2099. actives 0.069% (n = 330,000). Q9H3R0;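 active = more than half of a compound's replicate wells show inhibition beyond 50%, single wells judged on their own value; inconclusive = some, but no more than half, of replicates pass 50% inhibition; inactive = no replicate passes 50% inhibition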;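 also: signal counts dimethyl H3K9 product captured on neutravidin plate; 0% = median of DMSO wells and 100% = 0.3 times that DMSO median; strong numbers were not always called active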
LAP4-GFP MLPCN: alters LAP4-GFP fluorescence in TOR pathway yeast screen; S. cerevisiae LAP4-GFP multiplex, flow cytometry GFP, 3 h; median GFP as percent of DMSO wells; GFP response vs DMSO, % at 10 µM; actives 0.34% (n = 320,000);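 active = GFP response vs DMSO above a set limit, about the screen mean plus 3 SD, cut at about 150% in these data; inconclusive = under 70 cell events counted for the yeast strain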
AGP1-GFP MLPCN: yeast TOR pathway AGP1-GFP modulation | S. cerevisiae AGP1-GFP multiplex flow cytometry, 3 h; GFP as percent of DMSO wells | GFP response vs DMSO, % at 10 µM | actives 0.02% (n = 320,000);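 active = GFP response relative to DMSO above a set limit, near screen average plus 3 SD, cut at about 150% in these data; inconclusive = fewer than 70 cells counted for the yeast strain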;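 also: median GFP channel fluorescence of the gated AGP1 strain per well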
MEP2-GFP yeast: modulators of TOR pathway MEP2-GFP in S. cerevisiae; S. cerevisiae MEP2-GFP strain, flow cytometry GFP, 3 h; 100% = DMSO control level; GFP response vs DMSO, % at 10 µM; actives 0.51% (n = 330,000);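 active = GFP response versus DMSO above a set limit, roughly screen mean plus 3 SD, cut at about 180% in these data; inconclusive = fewer than 70 cells counted for a yeast strain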;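 also: median GFP fluorescence of the barcode-gated MEP2-GFP cells per well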
CIT2-GFP yeast: yeast TOR pathway CIT2-GFP modulation; S. cerevisiae CIT2-GFP strain, flow cytometry, 3 h; 100 means same as DMSO wells; GFP response vs DMSO, % at 10 µM; actives 0.065% (n = 320,000); AID 2029;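 active = GFP response relative to DMSO above a set limit, near the screen mean plus 3 SD, cut at about 150% in these data; inconclusive = Fewer than 70 cells measured for a yeast strain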;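 also: ratio of well median GFP fluorescence to mean of DMSO wells on the plate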
RPL19A TOR yeast: modulators of TOR pathway RPL19A-GFP in S. cerevisiae; percent response vs DMSO, % at 10 µM; S. cerevisiae RPL19A-GFP strain, flow cytometry, 3 h; active compounds read low; actives 0.3% (n = 330,000);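 active = percent response vs DMSO below 50%; inconclusive = fewer than 70 events counted for the yeast strain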;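 also: median channel GFP fluorescence of the barcoded RPL19A-GFP strain; ratio of sample median GFP to plate DMSO average so 100% = DMSO; lower means less RPL19A-GFP as with rapamycin TOR inhibition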
GRK2 inh: human GRK2 inhibition via aptamer displacement. bead flow cytometry, FAM-aptamer displacement from GRK2. inhibition of aptamer binding, % at 10 µM. actives 0.59% (n = 330,000);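 active = inhibition of aptamer binding above 40%, roughly 3 SD of noise, on plates passing a quality check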;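 also: median bead fluorescence of bound FAM aptamer so fluorescent compounds give negative values; no value below 0 was filed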
Target sequence (P25098 whole entry, looked up): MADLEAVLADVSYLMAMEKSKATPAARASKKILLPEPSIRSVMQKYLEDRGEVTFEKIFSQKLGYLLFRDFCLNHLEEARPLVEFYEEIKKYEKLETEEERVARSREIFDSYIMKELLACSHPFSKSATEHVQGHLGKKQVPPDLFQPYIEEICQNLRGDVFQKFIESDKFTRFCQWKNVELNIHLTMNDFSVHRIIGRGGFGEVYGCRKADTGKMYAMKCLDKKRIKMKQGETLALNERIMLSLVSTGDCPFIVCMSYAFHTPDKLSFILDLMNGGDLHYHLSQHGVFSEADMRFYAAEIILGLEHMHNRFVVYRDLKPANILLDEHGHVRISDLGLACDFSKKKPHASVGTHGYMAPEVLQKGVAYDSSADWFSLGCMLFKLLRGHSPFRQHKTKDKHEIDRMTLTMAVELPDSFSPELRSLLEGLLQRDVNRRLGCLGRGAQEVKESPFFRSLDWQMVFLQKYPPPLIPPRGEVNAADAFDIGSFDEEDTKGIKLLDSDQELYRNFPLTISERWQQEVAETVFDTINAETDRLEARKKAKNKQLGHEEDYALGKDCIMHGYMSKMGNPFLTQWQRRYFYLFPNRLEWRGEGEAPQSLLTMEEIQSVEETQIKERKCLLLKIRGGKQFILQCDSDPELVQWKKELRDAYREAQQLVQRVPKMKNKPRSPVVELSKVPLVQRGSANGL
VLA-4 inh: inhibition in a human VLA-4 binding assay. VLA-4 expressing cells, ligand binding flow cytometry. inhibition, % (about 7 µM as worked out from the volumes in the protocol). actives 0.2% (n = 330,000). AID 2557; in the data active = inhibition above about 50%
* hit, by the source's call; ? = inconclusive; / = not tested or not shown; & = joins results of further samples; [ ] = dose if it differs, or a comment. Compounds as they come; overall some 1.7% were active at least once.

item	GASC-1 inh	MEP2-GFP yeast	GRK2 inh	LAP4-GFP MLPCN	VLA-4 inh	AGP1-GFP MLPCN	RPL19A TOR yeast	CIT2-GFP yeast	Molecule
1	0	97	5	104	-6	97	97	95	Nc1ccccc1Oc1c(F)c(F)c(Oc2ccccc2N)c(F)c1F
2	-5	95	0	100	5	88	/	96	O=C(Cc1cccs1)Nc1nc(-c2ccc(F)cc2F)cs1
3	1	100	3	88	3	97	98	107	CCOC(=O)c1ccccc1NC(=O)c1ccccc1NS(C)(=O)=O
4	-5	98[may fluoresce red and violet]	2	?	21	77[may fluoresce red and violet]	?	?	O=C(NCc1ccco1)C1(S(=O)(=O)c2ccccc2)CC=CC1
5	-6	128	1	120	-18	108	106	112	CN(C(=O)COC(=O)COc1ccc2ccccc2c1)c1c(N)n(Cc2ccccc2)c(=O)[nH]c1=O
6	2	113	2	104	0	100	98	100	O=[N+]([O-])c1ccccc1/C=N/n1c(C(F)(F)F)n[nH]c1=S
7	-2	110	0	99	-2	106	109	104	CCOC(=O)N1CCC(NC(=O)CS(=O)Cc2nc(-c3ccc(Cl)cc3)oc2C)CC1 (stereo not drawn)
8	5	102	2	100	1	105	99	98	CCCCC(=O)NC(=S)Nc1cc(C(=O)O)ccc1OC
9	-17	112	0	92	3	95	111	99	Nc1ccc(Oc2cccc(Oc3ccc(N)cc3)c2)cc1
10	0	94	3	96	0	105	99	103	COc1cccc(CN2CCNC(=O)C2CC(=O)N(Cc2cnn(C)c2)C(C)C)c1 (stereo not drawn)
11	-9	96	0	113	-1	97	92	97	CC(C)N1CCc2c(sc(NC(=O)C3CCCCC3)c2C(N)=O)C1
12	-3	108	0	116	2	118	104	106	CN(C)CC(=O)N1c2ccccc2CCc2ccc(NC(=O)c3ccc(N)cc3)cc21
13	2	101	0	105	15	88	100	95	COc1ccc(CNc2nc(C)c([N+](=O)[O-])c(C)c2C#N)cc1
14	2	100	0	98	4	97	99	101	O=C(Nc1cccc(Cl)c1)N(CCCN1CCOCC1)Cc1ccccc1F
15	-13	95	2	89	18	100	100	105	COc1ccc(CC(=O)N(Cc2ccccc2)C(C)C)cc1
16	5	94	0	96	-2	100	98	92	CC(=O)Nc1cccc(-c2nnc3n2CC(C)S3)c1 (stereo not drawn)
17	36	102	2	103	1	99	101	101	COc1ccc(-c2[nH]ncc2CN2CCC(OCc3cccnc3)CC2)c(F)c1
18	2	107	0	98	6	104	105	109	CCOc1cc(C(=O)N/N=C(\C)Cc2ccc(OC)cc2)cc(OCC)c1OCC
19	-22	96	0	98	-9	99	96	87	CC(C)CCNC(=O)C(c1ccncc1)N(Cc1cccs1)C(=O)Cn1nnc(-c2ccc(F)cc2)n1 (stereo not drawn)
20	-3	102	0	98	4	101	101	96	Nn1c(SCC(=O)N2CCOCC2)nnc1-c1ccco1
21	-9	105	1	96	29	103	105	97	Cc1ccccc1CSc1nnc(-c2ccccn2)n1N
22	?	105	0	95	7	92	96	93	Cc1nc2ccccc2c(=O)n1-c1ccc(NS(=O)(=O)c2cc(F)ccc2F)cc1
23	16	106	7	116	0	110	103	107	COc1ccc(C)cc1S(=O)(=O)Nc1cccc(-c2ccc(N3CCCCCC3)nn2)c1
24	-8	105	0	91	6	95	104	92	O=C(CSc1cc(Cl)ccc1Cl)NC1CCCC1
25	-20	85	51*	93	-3	84	87	85	O=C(CNc1cccc(F)c1)N1CCc2ccccc2C1
26	9	98	4	100	2	94	97	83	O=C(c1ccco1)N1N=C(c2ccc(Br)cc2)CC1c1ccco1 (stereo not drawn)
27	-7	104	0	121	13	104	102	101	O=C(/C=C/c1ccco1)N1CCC(Cc2ccccc2)CC1
28	-6	100	0	93	-3	102	93	101	COc1cc(C(CC(=O)N2CCOCC2)c2c(OC)cc(OC)c3ccc(=O)oc23)cc(OC)c1OC (stereo not drawn)
29	-2	93	1	102	8	84	91	83	O=C(O)c1ccccc1NS(=O)(=O)c1ccc2ccccc2c1
30	-2	109	2	101	5	105	100	97	CC(=O)OC1CC(C)N(C(=O)c2ccccc2)c2ccc(C)cc21 (stereo not drawn)
31	78	87	3	100	5	90	87	79	O=C(Nc1ccccc1Br)C1CC(=O)N(c2ccc3c(c2)OCCO3)C1 (stereo not drawn)
32	1	103	0	101	4	104	104	108	O=C(CNC(=O)C12CC3CC(CC(C3)C1)C2)OCc1cc(=O)n2cc(Br)ccc2n1
33	-5	99	1	101	-7	110	103	110	COc1cccc(NC(=O)N2CCCC(C(=O)NC3CCCCC3C)C2)c1 (stereo not drawn)
34	-11	?	3	?	3	?	?	?	COc1cccc(/C=N/NC(=O)NC23CC4CC(CC(C4)C2)C3)c1O
35	-1	103	0	96	-1	95	93	92	CCOc1ccccc1N(CC(=O)NCCSc1ccccc1)S(C)(=O)=O
36	-3	104	0	101	10	103	98	97	Cc1cc(C(=O)NNC(=O)c2ccc(C)s2)c(C)o1
37	4	93	1	88	3	89	90	92	O=C(NCCNC(=O)c1cc(OCC(F)(F)F)ccc1OCC(F)(F)F)Nc1ccc(Cl)cc1
38	0	104	1	97	-2	100	104	102	Cc1noc(C(=O)Nc2c(C)n(C)n(-c3ccccc3)c2=O)c1Cl
39	-17	92	0	84	9	85	86	97	COc1cccc(CNCCc2c[nH]c3ccccc23)c1OCc1ccc(F)cc1
40	1	95	0	106	-4	101	93	96	C[C@H](NC(=O)c1ccccc1Cl)C(=O)OCCOc1cccc(Cl)c1
41	-15	93	1	86	0	92	96	89	CCOc1ccc(N2C(=O)CC(N3CCN(C(=O)c4ccco4)CC3)C2=O)cc1 (stereo not drawn)
42	-8	101	0	90	8	100	105	102	CCN(CC)CCN(Cc1cc2cc3c(cc2[nH]c1=O)OCO3)C(=S)NCCCN(C)C
43	-20	105	2	98	9	105	95	102	Clc1cc(Cl)c2nc(N3CCCC3)sc2c1
44	-16	101	0	111	4	98	96	94	Cc1nc2nc(SCC(=O)O)nn2c(C)c1Cc1c(F)cccc1Cl
45	0	104	1	98	-5	101	103	104	Cc1cccc(OC(=O)CCN2C(=O)C3C4C=CC(C5CC45)C3C2=O)c1C (stereo not drawn)
46	4	110	0	107	-2	104	106	105	COc1ccc(NC(=O)c2cccs2)cc1OC
47	-2	95	7	112	-8	93	104	97	C#CCOCCOCCOCCNc1nc(N2CCN(C(=O)[C@H](CCC(=O)O)n3cc(C(N)[C@H](C)CC)nn3)CC2)nc(N2CCN(C(=O)[C@H](Cc3cc4ccccc4[nH]3)n3cc(C(N)[C@H](C)CC)nn3)CC2)n1 (stereo partly drawn)
48	?	104	0	103	20	110	101	100	Cc1oc2c(O)c(O)ccc2c(=O)c1-c1ccccc1
49	-27	98	0	100	0	97	93	88	Cc1ccc(NC(=O)[C@H](Cc2c[nH]c3ccccc23)NC(=O)[C@@H]2Cc3ccccc3CN2)c(C)c1
50	-3	104	53*	105	-7	99	98	95	Cc1ccc(C(CNC(=O)Nc2cccc(C)c2)N2CCN(C)CC2)cc1 (stereo not drawn)
51	-14	100	0	103	11	93	103	101	CC(C)CN(CC(C)C)CC(O)COc1ccc([N+](=O)[O-])cc1 (stereo not drawn)
52	3	119	0	107	-3	103	107	109	O=C(CSc1nc(-c2ccccc2)ns1)NCC1CCCO1 (stereo not drawn)
53	-1	92	0	126	4	77	96	72	CCCCN1CC(=O)N2[C@H](c3ccc(OC)cc3)[C@@H]3C(=O)N(CC)C(=O)[C@@H]3[C@]2(C)C1=O
54	24&-2	103	1	97	4	104	104	105	O=C(NC1CCCC1)C(c1ccc(O)cc1)N(CC1CCCO1)C(=O)C1COc2ccccc2O1 (stereo not drawn)
55	2	102	0	96	6	102	100	101	CCN(CC)S(=O)(=O)c1ccc(NC(=O)c2cc(C(=O)OC)cc([N+](=O)[O-])c2)cc1
56	14	94	0	94	18	/	93	92	COc1ccc(-c2c(C#N)c(SCC(N)=O)nc3c2CCCC3)cc1

Later entries.
item	GASC-1 inh	MEP2-GFP yeast	GRK2 inh	LAP4-GFP MLPCN	VLA-4 inh	AGP1-GFP MLPCN	RPL19A TOR yeast	CIT2-GFP yeast	Molecule
57	2	100	0	85	19	103	105	110	CC(CN1CCCC1)OC(=O)Cc1ccc(Cl)cc1 (stereo not drawn)
58	7	100	2	96	-9	99	108	104	Oc1ccc(Cl)cc1C=NCCc1ccccc1
59	/	97	0	93	-20	97	98	104	CCC[C@@H](CN1CCC[C@H]1CN1C(N)=NC[C@H]1C(C)C)N1C[C@@H]([C@H](C)CC)N(CCCC2CCCC2)C1=N
60	1	108	1	94	2	103	103	104	CCCOc1ccc(C2CC(=O)Nc3cc(OC)c(OC)cc32)cc1 (stereo not drawn)
61	5	100	2	115	11	97	109	100	CCC(CC)C(=O)N1CCN(c2cccc(C)c2C)CC1
62	56	95	0	102	1	97	93	96	Cc1nc2ccccc2c(C)c1CC(=O)N(CC(C)C)c1c(N)n(Cc2ccccc2)c(=O)[nH]c1=O
63	-5	105	3	100	12	103	98	99	CCOC(=O)C1=C(Cn2cnc3ccccc32)NC(=O)NC1c1cc(C)ccc1C (stereo not drawn)
64	-7	107	0	104	2	/	101	99	C=CCNC(=O)c1ccc(N(C)S(=O)(=O)c2ccc(OC)cc2)cc1
65	5	107	6	97	10	100	103	111	COc1ccccc1/C=C/C(=O)NCc1cccnc1
66	6	99	2	102	-9	107	105	106	CCOc1ccccc1N(C(=O)c1ccco1)C(C(=O)NC1CCCC1)c1cccs1 (stereo not drawn)
67	-8	109	0	97	3	105	105	105	O=C(COc1ccc(C(=S)N2CCOCC2)cc1)N1CCOCC1
68	-8	98	2	99	-1	106	105	96	COc1cc(C(=O)NCc2nnc(SCC(=O)NCc3ccccc3)o2)cc(OC)c1OC
69	2	97	0	102	2	101	96	91	Cc1c(NC(=O)C(C)OC(=O)/C=C/c2ccc(OC(F)F)cc2)c(=O)n(-c2ccccc2)n1C (stereo not drawn)
